m5-HT2A agonist – mouse HTR2A agonism via beta-arrestin recruitment. P35363. CHO-K1 mHTR2A beta-arrestin complementation, luminescence; percent of 30 µM serotonin response. activation, % at 7.6 µM. hit rate 0.66% among 360,000;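 active means activation above a run cutoff, the mean activation of all tested compounds plus 3 SD, cut at about 14% in these data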;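 further: 0% = plate median of compound wells and 100% = 30 µM serotonin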
Target sequence (P35363 whole entry, looked up): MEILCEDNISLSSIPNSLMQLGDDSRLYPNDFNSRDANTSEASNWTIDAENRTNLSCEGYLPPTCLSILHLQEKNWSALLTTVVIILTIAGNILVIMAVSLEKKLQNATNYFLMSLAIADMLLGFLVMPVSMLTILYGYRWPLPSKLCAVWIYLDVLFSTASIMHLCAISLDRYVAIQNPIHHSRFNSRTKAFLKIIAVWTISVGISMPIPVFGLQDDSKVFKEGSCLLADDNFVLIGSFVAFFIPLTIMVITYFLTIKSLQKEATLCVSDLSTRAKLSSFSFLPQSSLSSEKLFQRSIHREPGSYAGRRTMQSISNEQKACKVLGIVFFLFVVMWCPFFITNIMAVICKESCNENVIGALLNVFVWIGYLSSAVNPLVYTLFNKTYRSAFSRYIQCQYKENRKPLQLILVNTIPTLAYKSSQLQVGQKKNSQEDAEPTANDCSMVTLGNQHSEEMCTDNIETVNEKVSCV
CaV13 ICDI inh – Disruptors of the CACNA1D IQ motif to Ca2+-dependent inactivation inhibitor domain association, primary screening, Förster resonance energy transfer in intact living …; HEK cells, CFP/YFP FRET ICDI-IQ, plate reader, 10 min; percent FRET-ratio fall versus neutral wells; inhibition, % at 12.3 µM; hit rate 0.098% among 340,000; AID 743397;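 active means mean replicate inhibition of at least 30% and at least 1% of replicates passing that level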;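 further: 0% = median of the neutral control wells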
Granule exo inh – blocks lytic granule exocytosis | TALL-104 LAMP-1 surface exposure, flow cytometry; cells stimulated with thapsigargin and PMA | inhibition, % at 10 µM | hit rate 0.66% among 360,000;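 active means inhibition above about 55%, limit read from the data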
N-glyco inh – blocks N-linked glycosylation in D54 reporter cells; reporter increase, % at 12.5 µM; D54 ERlucT glycosylation luciferase reporter, 24 h; percent of 100 nM tunicamycin response; hit rate 0.23% among 360,000;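 active means mean luciferase reporter signal, scaled so untreated is 0 and the glycosylation-blocking control 100, at or above a set limit in every replicate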;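 further: luciferase carries N-glycosylation sites so blocking glycosylation raises the light; 0% = median of neutral control wells and 100% = median of 100 nM tunicamycin wells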
H9c2 protect – protects H9c2 cardiomyocytes from peroxide injury. H2O2 injury protection, ATPLite, 2 h. protection from H2O2 cell death, % at 20 µM. hit rate 0.63% among 360,000. AID 588492;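 active means compounds giving at least 50% protection of heart cells from peroxide-induced death in the single-dose screen, raw or plate-pattern-corrected value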;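 further: 0% = DMSO wells with peroxide and 100% = DMSO wells without peroxide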
aDG glyco act – alpha-DG glycosylation activation. activation, % at 10 µM. Pro5-aDG cells, alpha-DG glycosylation AlphaScreen (IIH6); 0% Pro5, 100% B10-LARGE cell signal. hit rate 0.22% among 360,000. AID 624168;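 active means activation of at least 8% versus controls, or a plate z-score of at least 8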;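 further: Pro5 are CHO cells carrying HIG-tagged alpha-DG that lacks glycosylation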
hiPSC survival – increases survival of single human iPS cells | hit rate 0.044% among 360,000 | hiPSC single-cell survival, ATPlite luminescence; 100% = ROCK inhibitor wells, 0% = DMSO | survival enhancement, % at 20 µM; in the data active means survival enhancement above about 18%;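 further: cells exposed to compounds for 16 hours before the ATP read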
PDI inh – blocks human protein disulfide isomerase activity | P07237 | PDI insulin aggregation turbidity, A650, 90 min | hit rate 0.052% among 350,000 | inhibition, % at 10 µM;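 active means mean inhibition across replicates of 30% or more, whatever share of single replicates reach that level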;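 further: absorbance from insulin aggregation driven by PDI reduction with DTT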
Target sequence (P07237 whole entry, looked up): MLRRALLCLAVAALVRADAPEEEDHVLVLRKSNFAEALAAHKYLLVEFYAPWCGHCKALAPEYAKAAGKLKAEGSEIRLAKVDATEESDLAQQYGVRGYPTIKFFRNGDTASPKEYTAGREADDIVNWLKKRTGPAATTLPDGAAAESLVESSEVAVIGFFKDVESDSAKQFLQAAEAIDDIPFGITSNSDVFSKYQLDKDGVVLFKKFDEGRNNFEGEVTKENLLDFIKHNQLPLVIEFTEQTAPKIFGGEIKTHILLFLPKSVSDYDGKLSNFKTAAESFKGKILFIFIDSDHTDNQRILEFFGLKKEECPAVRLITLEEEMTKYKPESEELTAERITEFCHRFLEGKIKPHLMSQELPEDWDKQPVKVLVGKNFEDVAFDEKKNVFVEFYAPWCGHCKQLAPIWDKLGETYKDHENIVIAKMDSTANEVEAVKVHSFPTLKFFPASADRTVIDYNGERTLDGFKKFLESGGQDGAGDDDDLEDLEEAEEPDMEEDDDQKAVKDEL
ABCB6 inh MLPCN – blocks the human ABCB6 transporter | AID 602162 | K562-ABCB6 porphyrin accumulation, flow cytometry, 1 h; active compounds read low | fluorescence ratio to DMSO, % at 10 µM | hit rate 0.19% among 360,000;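 active means fluorescence ratio to DMSO below 75%, the collection mean minus 3 SD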;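 further: signal is porphyrin accumulated inside mitochondria; 100% equals median channel fluorescence of DMSO control wells; lower ratio means ABCB6 inhibition with less porphyrin fluorescence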
Vif imaging – HIV Vif inhibition; HEK293T cells, Vif self-association by quenched fluorescence, imaging, 24 h; inhibition, % at 7.49 µM; hit rate 0.35% among 340,000; AID 602346; in the data active means inhibition above about 50%, passing the limit was not always enough; further: some results filed as inactive read as strong as hits
Numbers without * were called inactive; / = not tested or not shown. Rows are unselected; any-hit rate near 3.1%.

SMILES | m5-HT2A agonist | CaV13 ICDI inh | Granule exo inh | N-glyco inh | H9c2 protect | aDG glyco act | hiPSC survival | PDI inh | ABCB6 inh MLPCN | Vif imaging
O=C(c1ccccc1)N1CCCCC(Sc2nnc3ccccn23)C1=O (centres undefined) | -1 | -10 | -2 | 3 | 5 | -0.2 | 5.3 | 2 | 98 | -1
CSc1nc2ncnc(N)c2[nH]1 | 0 | -4 | -1 | 1 | 8 | 0.0 | -0.5 | 7 | 102 | 6
O=C(COC(=O)Cc1ccc(Br)cc1)NC1CCCCCC1 | 2 | -6 | 2 | 2 | -2 | -0.2 | -0.1 | 2 | 100 | 3
CCOC(=O)c1nn(-c2ccccc2)c(-c2ccccc2)c1C(=O)c1ccccc1 | 3 | -8 | -1 | -3 | -2 | 0.0 | 6.2 | 12 | 91 | 6
CNC(=S)NNC(=O)Cn1ccc(C)n1 | -2 | -9 | -6 | 1 | 4 | -0.3 | -1.3 | 6 | 99 | 2
Cc1cc(NC(=O)c2cccc(S(=O)(=O)N3CCOCC3)c2)no1 | -3 | / | 3 | 0 | -8 | 0.1 | -0.7 | -7 | 91 | 16
Cc1ccc(NC(=O)COC(=O)Cn2cnc3c2c(=O)n(C)c(=O)n3C)c(Cl)c1 | -4 | -18 | -2 | 0 | 1 | -0.3 | 0.3 | -10 | 92 | 1
CO/N=C/NC(=O)N1OC[C@@H]2COc3ccc4ccccc4c3[C@@H]21 | -6 | -5 | 2 | -1 | 13 | 0.0 | 0.3 | 9 | 105 | -2
COc1cc(CN(C)Cc2cc(=O)oc3cc(C)c(Cl)cc23)ccc1OC(F)F | -9 | -17 | -6 | -3 | -5 | 0.2 | -0.3 | 0 | 95 | -18
O=C(OCc1cn(Cc2ccccc2)nn1)c1ccccc1 | 9 | -10 | 0 | 7 | -4 | 0.0 | 8.1 | 3 | 88 | -3
c1coc(-c2nc3nc4ccccc4nc3n2CC2CCCO2)c1 (centres undefined) | -7 | -5 | -1 | 4 | 10 | 0.0 | -2.7 | -1 | 100 | 2
Cc1ccc(S(=O)(=O)N(NC2=NS(=O)(=O)c3ccccc32)C(=O)c2ccccc2)cc1 | 4 | -19 | 0 | 1 | 1 | -0.1 | 3.2 | 2 | 102 | 6
CCOC(=O)c1cc(-c2ccccc2)sc1NC(=O)COC(=O)c1cccc(S(N)(=O)=O)c1 | 4 | -3 | -1 | -7 | -25 | -0.9 | -0.9 | 6 | 101 | 55*
Cc1ccc(OCC(=O)Nc2ccccc2N2CCCC2)c(C)c1 | 0 | 7 | 4 | -3 | -9 | 0.2 | 0.1 | -3 | 101 | 0
CN(C)C=NC(=O)/C(C#N)=C/c1ccccc1 | 4 | -6 | 0 | 5 | 2 | -0.3 | -1.1 | -2 | 104 | -5

Compound profiles, as listed above. Values in the order: m5-HT2A agonist | CaV13 ICDI inh | Granule exo inh | N-glyco inh | H9c2 protect | aDG glyco act | hiPSC survival | PDI inh | ABCB6 inh MLPCN | Vif imaging
Results for `Cc1cc(NC(=O)c2cccc(S(=O)(=O)N3CCOCC3)c2)no1` = -3 | / | 3 | 0 | -8 | 0.1 | -0.7 | -7 | 91 | 16
Results for `CCOC(=O)c1nn(-c2ccccc2)c(-c2ccccc2)c1C(=O)c1ccccc1` = 3 | -8 | -1 | -3 | -2 | 0.0 | 6.2 | 12 | 91 | 6

Further records:
SMILES | m5-HT2A agonist | CaV13 ICDI inh | Granule exo inh | N-glyco inh | H9c2 protect | aDG glyco act | hiPSC survival | PDI inh | ABCB6 inh MLPCN | Vif imaging
Nc1nc(-c2ccco2)nn1S(=O)(=O)c1ccccc1 | 5 | -2 | 3 | 3 | -1 | 0.1 | 0.3 | -2 | 103 | -4
COc1ccccc1C(=O)N/C(=C\c1cn(C)c2ccccc12)C(=O)NCCN1CCOCC1 | 0 | -12 | 22 | 3 | 13 | 0.0 | 1.6 | -7 | 96 | 10
O=C(O)Cc1ccc(NC(=O)C2CCCCC2C(=O)O)cc1 (centres undefined) | 2 | -5 | -2 | 1 | -7 | -0.1 | -2.1 | 1 | 96 | 0
N=C1SC(c2ccccc2)C(=O)N1c1ncc(Cc2ccccc2)s1 (centres undefined) | 1 | 5 | -3 | 5 | 43 | -0.1 | -0.8 | -7 | 99 | 1
O=C(O)c1c(Cl)c(Cl)c(Cl)c(Cl)c1C(=O)N1CCOCC1 | 9 | / | 0 | 2 | 4 | 0.5 | -1.7 | -4 | 93 | 13
CC(C)S(=O)(=O)c1csc(C(=O)Nc2ccc(F)cc2)c1N | 0 | -3 | -3 | -4 | -8 | 0.5 | -0.2 | 6 | 101 | -1
CN(C)S(=O)(=O)c1cc(NC(=O)CN2CCN(c3ccccc3O)CC2)ccc1Cl | 8 | 2 | 1 | -3 | -3 | -0.4 | 0.0 | 16 | 88 | 0
Clc1cccc(Cl)c1-c1nnc2cccc(Cl)n12 | 4 | -4 | 0 | -7 | -1 | -0.2 | -2.9 | 5 | 78 | 0
CCc1ccc(-c2cc(C)no2)cc1S(=O)(=O)N1CCN(c2cc(C)ccc2C)CC1 | -1 | -3 | -3 | -6 | -8 | 0.1 | -0.7 | -2 | 96 | -1
Cc1cc(C(=O)CCl)c(C)n1-c1cccc([N+](=O)[O-])c1 | 3 | -4 | 9 | -2 | -20 | -0.5 | -2.5 | -7 | 103 | 8
CCNc1nc2nonc2nc1NCC | 4 | -7 | 1 | 0 | 4 | -0.1 | 1.5 | -2 | 99 | 3
CCCCCCCc1ccc(-c2ccc(O)cc2)nc1 | 7 | -6 | -3 | -6 | -7 | -0.1 | 1.1 | 1 | 98 | -7
O=c1cc(O)c2c(=O)n(-c3ccccc3)c3c(c2o1)CCCCC3 | -5 | -6 | 0 | 1 | 4 | -0.1 | 2.0 | -4 | 96 | 1
O=C(OCc1ccccc1)N1CCC2CC1c1cc(N3CCOCC3)ccc12 (centres undefined) | -4 | -4 | 14 | 2 | -21 | 0.1 | 0.8 | 10 | 97 | /
CC(=O)c1c(-c2ccccc2)c2cc(Cl)ccc2[nH]c1=O | 10 | 2 | -3 | 0 | -2 | 0.5 | -0.7 | -1 | 104 | 0

Ordered by value in CaV13 ICDI inh (lowest first): 3 from the list above
compound | m5-HT2A agonist | CaV13 ICDI inh | Granule exo inh | N-glyco inh | aDG glyco act | PDI inh | ABCB6 inh MLPCN | Vif imaging
COc1ccccc1C(=O)N/C(=C\c1cn(C)c2ccccc12)C(=O)NCCN1CCOCC1 | 0 | -12 | 22 | 3 | 0.0 | -7 | 96 | 10
Cc1cc(C(=O)CCl)c(C)n1-c1cccc([N+](=O)[O-])c1 | 3 | -4 | 9 | -2 | -0.5 | -7 | 103 | 8
CC(C)S(=O)(=O)c1csc(C(=O)Nc2ccc(F)cc2)c1N | 0 | -3 | -3 | -4 | 0.5 | 6 | 101 | -1

Returning to the listing; the four compounds before the break are reprinted first.
SMILES | m5-HT2A agonist | CaV13 ICDI inh | Granule exo inh | N-glyco inh | H9c2 protect | aDG glyco act | hiPSC survival | PDI inh | ABCB6 inh MLPCN | Vif imaging
CCCCCCCc1ccc(-c2ccc(O)cc2)nc1 | 7 | -6 | -3 | -6 | -7 | -0.1 | 1.1 | 1 | 98 | -7
O=c1cc(O)c2c(=O)n(-c3ccccc3)c3c(c2o1)CCCCC3 | -5 | -6 | 0 | 1 | 4 | -0.1 | 2.0 | -4 | 96 | 1
O=C(OCc1ccccc1)N1CCC2CC1c1cc(N3CCOCC3)ccc12 (centres undefined) | -4 | -4 | 14 | 2 | -21 | 0.1 | 0.8 | 10 | 97 | /
CC(=O)c1c(-c2ccccc2)c2cc(Cl)ccc2[nH]c1=O | 10 | 2 | -3 | 0 | -2 | 0.5 | -0.7 | -1 | 104 | 0
COc1ccc(OC)c(NS(=O)(=O)c2ccc(NC(=O)c3ccc(NS(C)(=O)=O)cc3)cc2)c1 | 0 | -5 | -1 | 0 | 13 | 0.0 | 4.5 | -6 | 100 | 12
COc1cc(C(C(=O)NC2CCCCC2)N(C(=O)Cc2c[nH]c3ccccc23)c2ccccc2C)cc(OC)c1OC (centres undefined) | 1 | -2 | -3 | -4 | 6 | 0.3 | -1.0 | 5 | 101 | -12
Cc1cc(NC(=O)CSCC(=O)N2CCN(c3cccc(C)c3C)CC2)no1 | -3 | -3 | -2 | 1 | -10 | 0.2 | 1.5 | -1 | 98 | /
Cc1c(NC(=O)/C(C#N)=C/c2c(N3CCCCC3)nc3ccccn3c2=O)c(=O)n(-c2ccccc2)n1C | 3 | -19 | -3 | 1 | -5 | 0.0 | -0.7 | -3 | 101 | 5
O=C(Nc1ccccc1)c1ccccc1OS(=O)(=O)c1ccccc1 | -2 | -19 | -4 | -2 | 14 | 0.0 | -0.1 | -2 | 96 | 0
Cc1cccc(-n2cnc3cc(C(=O)N4CCCCC4)ccc32)c1 | -2 | -3 | -4 | 0 | 1 | 0.0 | 1.7 | -4 | 97 | -7
FC(F)(F)c1cc(-c2ccccc2)nc(-n2cncn2)n1 | 4 | -7 | 8 | -1 | -2 | 0.0 | 2.0 | 13 | 103 | /
CC(C(=O)OCC(=O)Nc1ccccc1OC(F)F)N1C(=O)C2CC=CCC2C1=O (centres undefined) | -4 | -6 | -2 | 0 | 5 | -0.2 | 0.9 | 9 | 100 | 15
CC(C)(C)NC(=O)CCN(/N=C/c1ccccc1F)C1=NS(=O)(=O)c2ccccc21 | 1 | -20 | -3 | 0 | 7 | 0.0 | -0.3 | 13 | 100 | -7
Fc1ccc(CNc2nc3ccccc3n3nnnc23)cc1 | 0 | -6 | -5 | -2 | 16 | 0.2 | 1.2 | 2 | 130 | 1
Cc1sc(NC(=O)c2ccccc2F)c(CN2CCCCC2C)c1C (centres undefined) | 5 | -5 | 11 | -1 | -20 | 0.2 | 0.6 | 6 | 100 | 13
NC(=S)N=Nc1c(O)n(C2OC(=O)c3ccccc32)c2ccccc12 (centres undefined) | -2 | / | 0 | -1 | 1 | 0.1 | 4.5 | 3 | 103 | 12
COc1ccc2nc(SCC(=O)Nc3nccs3)[nH]c2c1 | 5 | 2 | -1 | 4 | 0 | 0.1 | 1.5 | -3 | 101 | /
O=C(O)CSC1c2ccccc2C(=O)N1Cc1ccccc1 (centres undefined) | -2 | / | 2 | 2 | 2 | 0.0 | 5.7 | -1 | 98 | 24
Cc1noc(C)c1S(=O)(=O)N1CCN(C(c2ccccc2)c2ccc(Cl)cc2)CC1 (centres undefined) | -1 | -3 | 2 | -7 | -1 | 0.1 | -1.1 | / | 105 | 2
Cc1ccc2cccc(NC(=O)c3ccc(Br)o3)c2n1 | -1 | -3 | 89* | 0 | -4 | 0.9 | -2.2 | -5 | 97 | /
COc1ccc(CN2[C@@H](CC(=O)O)c3ccccc3S2(=O)=O)cc1 | 5 | -8 | -2 | 0 | 10 | -0.1 | 3.7 | -2 | 105 | -1
CC(=O)Nc1ccc2oc(-c3ccccc3Br)nc2c1 | -6 | -7 | -1 | -12 | -3 | -0.2 | 0.7 | 0 | 99 | 10
Cc1cc(C)nc(SCC(=O)c2ccc([N+](=O)[O-])cc2)n1 | -4 | -5 | 0 | 2 | -6 | 0.1 | -3.7 | 6 | 99 | /
Cc1cc(C)c(NC(=O)C2CCCN2CCC(C)C)c(C)c1 (centres undefined) | -1 | 0 | 0 | / | -4 | 0.2 | 3.6 | -4 | 96 | /
O=S(=O)(Nc1ccc(S(=O)(=O)N2CCCC2)cc1)c1ccccc1Br | 0 | -2 | 3 | 0 | 0 | 0.1 | -0.4 | -3 | 103 | -2

Assay outcomes deposited in PubChem BioAssay by several laboratories.
